# Assay outcomes from PubChem BioAssay.
# Tau ThT inhib = qHTS for Inhibitors of Tau Fibril Formation, Thioflavin T Binding | recombinant tau K18 P301L, heparin-induced fibrillization, ThT fluorescence | Potency, µM (titrated, usually from 57.4 µM), for inactives: top-dose activity, negative = inhibition, usual class: inhibitors | 2.1% of 270,000 active; further: nearly all actives have a fitted effect of over 55% in size
# Target sequence (P10636 561-689 P618L limits assumed): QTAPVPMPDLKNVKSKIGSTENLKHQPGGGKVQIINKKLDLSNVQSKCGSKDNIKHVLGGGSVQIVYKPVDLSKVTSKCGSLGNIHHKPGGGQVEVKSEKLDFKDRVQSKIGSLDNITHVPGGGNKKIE
#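 In this qHTS, human K18 P301L tau is incubated with compound and heparin for 6 hr at 37 C, and Thioflavin T fluorescence then reports fibril load.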
# ALDH1A1 inh = qHTS Assay for Inhibitors of Aldehyde Dehydrogenase 1 (ALDH1A1). Aldehyde dehydrogenase 1A1 (Homo sapiens), P00352. Potency, µM (top dose mostly 75.3 µM), for inactives: at the highest dose activity, negative = inhibition, most hits filed as inhibitors. 7.3% of 220,000 active. AID 1030, 2008. Purified ALDH1A1, NADH fluorescence, propionaldehyde substrate; active means well fitted inhibition curve with a large enough effect, not every such curve was filed as active; inconclusive means small, poorly fitted or top-dose-only effect, or another doubt; inactive means no such curve, though single readings can be large or run the other way;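 further: plate controls were no enzyme wells and a reference inhibitor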
# Target sequence (P00352 whole entry, looked up): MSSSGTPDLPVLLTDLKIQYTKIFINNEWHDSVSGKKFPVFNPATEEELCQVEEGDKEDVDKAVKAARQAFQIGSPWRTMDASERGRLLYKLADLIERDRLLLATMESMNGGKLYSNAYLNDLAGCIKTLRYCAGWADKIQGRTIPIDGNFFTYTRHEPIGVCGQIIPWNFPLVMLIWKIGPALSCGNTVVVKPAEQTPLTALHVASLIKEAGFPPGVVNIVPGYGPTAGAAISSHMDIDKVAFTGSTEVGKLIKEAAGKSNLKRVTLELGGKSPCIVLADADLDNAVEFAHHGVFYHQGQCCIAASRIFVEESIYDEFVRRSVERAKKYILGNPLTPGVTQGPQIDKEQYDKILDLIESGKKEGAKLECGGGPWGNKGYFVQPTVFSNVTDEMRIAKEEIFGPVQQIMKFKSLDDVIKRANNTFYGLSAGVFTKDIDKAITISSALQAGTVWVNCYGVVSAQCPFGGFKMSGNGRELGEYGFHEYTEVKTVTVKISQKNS
# Tau FP inhib = qHTS for Inhibitors of Tau Fibril Formation, Fluorescence Polarization. AID 1468, 2008. Microtubule-associated protein tau (Homo sapiens), P10636. K18 P301L tau heparin fibrillization, Alexa594 FP, 6 h. Potency, µM (highest dose often 57.7 µM), for the others: at the top dose activity, negative = inhibition, hits mostly inhibitors. 0.39% of 280,000 active; further: nearly all actives have a fitted effect of over 55% in size
#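 Heparin (20 uM) drove fibril formation of recombinant tau K18 P301L, 15 uM unlabeled with 0.24 uM Alexa 594 label, for 6 hr at 37 C in 100 mM sodium acetate pH 7. Fluorescence polarization (555/632 nm) read 1 hr after 30 uM ThT.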
# L3MBTL1 block = qHTS Assay for the Inhibitors of L3MBTL1; AlphaScreen L3MBTL1–H3K9me1 peptide binding; Potency, µM (titrated, usually from 57.1 µM), for the others: at the highest dose activity, negative = inhibition, actives largely listed as inhibitors; 0.66% of 230,000 active; AID 485360, 2010; further: nearly all actives have a fitted effect of over 60% in size
#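 L3MBTL1 (50 nM) pre-complexed 30 min with biotinylated H3(1-15)K9me1 peptide (75 nM), then compounds added for 30 min at room temperature; AlphaScreen streptavidin donor/nickel chelate acceptor beads (10 ug/mL final) read after 30 min dark incubation.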
# TR SRC2 fluor cs = Total Fluorescence Counterscreen for Inhibitors of the Interaction of Thyroid Hormone Receptor and Steroid Receptor Coregulator 2 | TRb/SRC2 Texas Red total fluorescence interference | Potency, µM (doses to about 106 µM), for the others: at the highest dose fluorescence change, negative = quenching | 0.29% of 280,000 active; active means well fitted curve in either direction with a large enough effect; inconclusive means small, poorly fitted or top-dose-only effect
#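 Human TRb ligand-binding domain at 0.6 uM with 20 nM Texas Red SRC2 peptide in Tris buffer containing 1 uM T3 and 5% DMSO, incubated with compound 5 h at ambient temperature. Total fluorescence (555/632 nm) calculated as parallel + 2 × perpendicular.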
# TRb SRC2 PPI = qHTS for Inhibitors of the Interaction of Thyroid Hormone Receptor and Steroid Receptor Coregulator 2. Thyroid hormone receptor beta (Homo sapiens), P10828. TRbeta-SRC2 peptide binding, fluorescence polarization; receptor liganded with 1 µM T3. Potency, µM (titrated, usually from 106 µM), inactives show top-dose activity change, negative = inhibition, usual class: inhibitors. 0.065% of 280,000 active. AID 1469, 2008;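 further: plate controls were bound peptide for no effect and peptide without receptor for full effect; nearly all actives have a fitted effect of over 50% in size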
#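 Fluorescence polarization of 20 nM Texas Red SRC2 peptide with 0.6 uM human TRb ligand-binding domain, in Tris buffer with 1uM T3 and 5% DMSO. Incubated 5 hr ambient; normalized to unbound and bound controls.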
# Tau fluor cs = Counterscreen qHTS for Inhibitors of Tau Fibril Formation, Fluorescence Polarization; tau K18 P301L (four-repeat tau fragment) Alexa594 fluorescence, heparin fibrillization; Potency, µM (highest dose often 57.7 µM), inactives show at the highest dose activity change, negative = decrease; AID 1463, 2008; 0.93% of 280,000 active; further: nearly all actives have a fitted effect of over 55% in size
#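 Human K18 P301L tau (15 uM unlabeled plus 0.24 uM Alexa 594-labeled, final) in 100 mM sodium acetate pH 7 was mixed with compound and 20 uM heparin and incubated 6 hr at 37 C.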
# aGal spleen mod = qHTS Assay for Inhibitors and Activators of Human alpha-Galactosidase From Spleen Homogenate | 0.008% of 240,000 active | human spleen homogenate, 4MU-alpha-Gal fluorescence, 40 min | AID 2107, 2009 | Potency, µM (doses to about 80 µM), inactives show at the top dose activity change, negative = inhibition, most hits filed as inhibitors | Alpha-galactosidase A (Homo sapiens), P06280;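 further: 0% = enzyme with vehicle and -100% = no enzyme basal signal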
# Target sequence (P06280 32-429 limits assumed): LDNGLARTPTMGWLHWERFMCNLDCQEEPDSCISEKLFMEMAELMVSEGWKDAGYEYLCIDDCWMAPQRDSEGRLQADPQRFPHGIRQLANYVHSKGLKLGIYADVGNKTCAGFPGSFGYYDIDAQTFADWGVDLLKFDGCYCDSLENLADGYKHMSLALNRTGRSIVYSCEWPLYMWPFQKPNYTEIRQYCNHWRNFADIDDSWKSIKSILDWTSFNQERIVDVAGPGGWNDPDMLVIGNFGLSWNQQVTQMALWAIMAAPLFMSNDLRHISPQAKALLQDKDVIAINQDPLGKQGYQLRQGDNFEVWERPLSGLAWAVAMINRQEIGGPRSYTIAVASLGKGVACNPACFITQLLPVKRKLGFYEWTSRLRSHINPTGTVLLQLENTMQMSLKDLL
#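 Fluorogenic readout (Ex 365/Em 440 nm) of 4-methylumbelliferone released from 1 mM 4-MU-alpha-galactoside by spleen homogenate, 40 min at 37C, pH 5.0. Data normalized to no-enzyme and enzyme controls; Hill-equation AC50 from compound titrations.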
# The depositor's hits bear a star; ? = inconclusive; nt = no result given; [ ] = another dose, or the depositor's remark. Unless noted, the call rests on the fitted dose curve; in most records, active means well fitted curve in the direction sought with a large enough effect; inconclusive means small, poorly fitted or top-dose-only effect, or another doubt; inactive means no such curve, though single readings can be large; an effect the other way counts as inactive or inconclusive. Unless noted, on the % scale 0 is the no-effect control and ±100 the full control effect; potency means the concentration at half of the fitted maximal effect.
SMILES	Tau ThT inhib	ALDH1A1 inh	Tau FP inhib	L3MBTL1 block	TR SRC2 fluor cs	TRb SRC2 PPI	Tau fluor cs	aGal spleen mod
COc1ccc(/C(O)=C2/C(=O)C(=O)N(Cc3cccnc3)C2c2ccco2)cc1OC (stereo unspecified)	-5.7%	5.1%	5.9%	-5.5%	-3.7%	-11.9%	0.8%	-0.6%
COc1cc(Br)c(Br)cc1N	-10.8%	nt	3.4%	3.55µM*	-0.7%	-1.2%	-4.9%	-4.6%
COc1ccccc1CC(=O)Nc1ccc(-c2noc(COc3ccc(Br)cc3)n2)cc1	7.8%	1.2%	-5.6%	nt	-1.7%	9.3%	0.8%	0.7%
CC1(C)CC2CC(C)(CN2S(=O)(=O)c2ccc(C(=O)Nc3ccc(Cl)c(S(=O)(=O)N4CCOCC4)c3)cc2)C1 (stereo unspecified)	4.5%	?	?	-13.0%	-3.1%	12.3%	?	9.9%
C=CCNc1cc(C(F)(F)F)nc(-c2ccccn2)n1	-7.0%	?	0.1%	-5.7%	1.9%	2.4%	0.8%	-0.3%
CCOC(=O)CSc1nc(Cc2ccccc2)nc2ccccc12	-12.6%	-2.6%	?	51.5%[activator]	2.9%	0.6%	-14.3%	1.8%
Cc1ccc(C(=C2C3C=CC2C2C(=O)NC(=O)C32)c2ccc(C)cc2)cc1 (stereo unspecified)	-19.2%	0.891µM*	2.8%	nt	1.1%	7.6%	-11.4%	5.8%
CCOc1ccccc1NC(=O)c1ccc(-n2cncn2)nc1	14.6%	5.3%	6.4%	-4.3%	-2.0%	-3.3%	11.5%	5.7%
c1ccc(SCc2cn3cccnc3n2)nc1	2.8%	?	6.0%	-5.3%	-2.9%	-9.3%	6.4%	4.5%
c1ccc(OCc2nnc3n2N=C(c2ccccc2)CS3)cc1	?	10µM*	-5.7%	nt	-2.1%	-2.6%	-16.7%	9.2%
COC(=O)c1ccc(-n2nnnc2SCC(=O)Nc2cc(OC)ccc2OC)cc1	?	-5.5%	7.6%	-4.2%	0.8%	0.1%	?	5.1%
CN(CC(=O)NC1CCCC1)S(=O)(=O)c1cnc[nH]1	-3.1%	15.3%	-14.3%	nt	-1.4%	-9.0%	-0.2%	4.4%
CCCn1c(=O)c2sccc2n2c(CCCC(=O)Nc3ccc(C)c(F)c3)nnc12	-7.5%	nt	-8.4%	nt	-1.9%	0.3%	-19.9%	nt
Cc1cccc(Nc2ccccc2C(=O)OCC(=O)N2CCOCC2)c1C	-3.9%	?	-3.5%	6.1%	0.5%	-1.9%	-12.8%	8.3%
N#CC1=C(N)SC(N)=C(C#N)C1c1ccc([N+](=O)[O-])cc1	20µM*	10µM*	-11.5%	-12.8%	-0.4%	-5.7%	?	0.2%

# Exported field by field: part of the list above.
SMILES: CCOc1ccccc1NC(=O)c1ccc(-n2cncn2)nc1
  Tau ThT inhib: 14.6% | ALDH1A1 inh: 5.3% | Tau FP inhib: 6.4% | L3MBTL1 block: -4.3% | TR SRC2 fluor cs: -2.0% | TRb SRC2 PPI: -3.3% | Tau fluor cs: 11.5% | aGal spleen mod: 5.7%

SMILES: COc1ccccc1CC(=O)Nc1ccc(-c2noc(COc3ccc(Br)cc3)n2)cc1
  Tau ThT inhib: 7.8% | ALDH1A1 inh: 1.2% | Tau FP inhib: -5.6% | L3MBTL1 block: nt | TR SRC2 fluor cs: -1.7% | TRb SRC2 PPI: 9.3% | Tau fluor cs: 0.8% | aGal spleen mod: 0.7%

SMILES: CC1(C)CC2CC(C)(CN2S(=O)(=O)c2ccc(C(=O)Nc3ccc(Cl)c(S(=O)(=O)N4CCOCC4)c3)cc2)C1 (stereo unspecified)
  Tau ThT inhib: 4.5% | ALDH1A1 inh: ? | Tau FP inhib: ? | L3MBTL1 block: -13.0% | TR SRC2 fluor cs: -3.1% | TRb SRC2 PPI: 12.3% | Tau fluor cs: ? | aGal spleen mod: 9.9%

# Other results
SMILES	Tau ThT inhib	ALDH1A1 inh	Tau FP inhib	L3MBTL1 block	TR SRC2 fluor cs	TRb SRC2 PPI	Tau fluor cs	aGal spleen mod
CCc1cc2c(=O)c(-n3cnc4ccccc43)coc2cc1O	-14.4%	-4.9%	0.4%	0.0%	-0.9%	3.9%	-2.5%	8.3%
Cc1ccc(C(=O)Nc2nc(C)c(C(=O)Nc3ccc4c(c3)CCC4)s2)cc1	-11.5%	?	-8.3%	-7.8%	8.7%	0.5%	-26.2%	-2.2%
COc1ccc(/C=C/C(=O)OCc2nc3ccccc3c(=O)[nH]2)c(OC)c1	-6.5%	2.3%	1.8%	0.4%	-0.3%	-8.3%	-6.6%	7.0%
Cn1nc(-c2ccccc2F)c2cc(C(=O)NCc3ccccc3Cl)sc21	1.7%	nt	?	nt	-3.7%	2.3%	?	nt
Cn1nc(C(=O)Nc2nc3ccc(S(C)(=O)=O)cc3s2)ccc1=O	-3.1%	-5.0%	-2.8%	nt	-3.6%	-7.6%	-5.5%	-2.7%
COc1cccc(CC(=O)Nc2ccc(S(=O)(=O)Nc3nc(C)cc(C)n3)cc2)c1	-1.2%	8.6%	-0.5%	nt	1.3%	-1.5%	-4.0%	3.3%
CCc1cccc(C)c1NC(=O)c1cc(S(=O)(=O)NCc2ccccc2Cl)ccc1F	-2.8%	nt	-6.9%	nt	-0.1%	-7.2%	-16.4%	nt
O=C(CCS(=O)(=O)c1ccc(Br)s1)NCc1ccc2c(c1)OCO2	-9.6%	0.5%	-1.7%	3.9%	-3.6%	-7.6%	-7.4%	7.9%
O=C(NCC1CCC(C(=O)O)CC1)c1cccnc1 (stereo unspecified)	2.9%	4.5%	0.2%	8.4%	-1.0%	4.3%	-3.6%	1.0%
CCOc1ccccc1NC(=O)CN(Cc1ccccc1)S(C)(=O)=O	-20.4%	3.1%	-6.1%	4.6%	-3.2%	-10.5%	-25.1%	-1.7%
CCC(=O)Nc1c2c(nn1-c1ccc(C)cc1C)CSC2	-15.0%	14.8%	2.4%	-3.3%	-1.0%	-7.0%	-13.7%	9.7%
COC(=O)c1sc(NC(=S)NC(=O)c2ccccc2F)nc1C	?	6.0%	-6.0%	nt	-0.7%	-4.5%	-21.6%	1.6%
COC(=O)c1ccc(COc2ccccc2/C=C(\C#N)C(=O)NC(C)C)cc1	-3.2%	97.5%[activator]	-11.2%	-9.8%	-1.0%	-20.7%	1.1%	3.3%
COC(=O)c1ccc(C2c3c(oc4ccc(F)cc4c3=O)C(=O)N2CCO)cc1 (stereo unspecified)	-6.7%	?	-6.0%	-3.8%	-2.5%	-5.8%	2.7%	2.7%
Cc1nn(C(C)C(=O)N2CCOCC2)c(C)c1[N+](=O)[O-] (stereo unspecified)	-0.2%	1.9%	4.5%	6.6%	-3.1%	-7.7%	-1.5%	-3.7%
C[C@@H](C(=O)OCC(=O)NCCc1ccc(S(N)(=O)=O)cc1)N1C(=O)C2CCCCC2C1=O (stereo partly specified)	-1.4%	0.5%	-1.0%	21.0%	1.2%	-7.3%	3.3%	-1.9%
CN1CCN(CCCNC(=O)c2ccc(/C=C3\Sc4ccccc4N(Cc4ccc(F)cc4)C3=O)cc2)CC1	?	-7.7%	?	nt	-6.0%	-2.8%	-19.0%	-6.0%
CCOc1ccc(Nc2c(S(=O)(=O)c3ccc(Cl)cc3)cnc3ccc(OC)cc23)cc1	-17.5%	nt	-3.7%	nt	5.0%	-1.7%	-17.3%	nt
CCOC(=O)C1CCN(C(c2ccc(OC)c(OC)c2)c2sc3nc(C)nn3c2O)CC1 (stereo unspecified)	-7.0%	2.0%	-3.6%	6.9%	0.0%	-3.8%	-8.2%	1.8%
CCOC(=O)c1cccc(NC(=O)N[C@@H](C)C(=O)OC)c1	-9.4%	-5.0%	-10.6%	4.3%	-0.3%	-7.0%	-3.9%	3.0%
O=C(O)CCc1ccccc1OC(=O)c1ccccc1	nt	nt	-0.8%	nt	-3.4%	-1.6%	6.2%	6.9%
Brc1ccc(C2=NC(Cc3ccccc3)CO2)cc1 (stereo unspecified)	-17.1%	4.5%	2.0%	6.6%	0.2%	-1.1%	-13.8%	3.7%
CCC(=O)OC1(C)C(=O)C=C2C=C(CCCCNC(=O)OC(C)(C)C)OC=C2C1=O (stereo unspecified)	-4.9%	3.1%	?	nt	1.0%	3.8%	-9.1%	-6.0%
Cc1c(NC(=O)CSc2nc3ccccc3s2)c(=O)n(-c2ccccc2)n1C	-9.7%	?	-7.9%	nt	-2.1%	-5.7%	-11.2%	7.1%
COC(=O)c1cccc(C(=O)Nc2ccc(C)cc2Br)n1	nt	-19.8%	nt	9.8%	-1.0%	1.3%	nt	-1.6%
CCn1c(=N)c(C(=O)NCc2cccnc2)cc2c(=O)n3cccc(C)c3nc21	-6.5%	?	-5.4%	nt	0.1%	-12.7%	-5.2%	?
Cc1cc(NC(=O)CSc2nnc(C)c(=O)[nH]2)no1	-11.9%	11.3%	-5.9%	nt	-0.5%	-0.2%	-10.9%	-2.5%
Cc1cc(/C=N/NC(=O)c2ccc(O)cc2)c(C)n1C1CC1	?	-6.1%	4.4%	-7.7%	0.7%	-13.4%	-22.5%	-1.2%
O=C(c1ccc(Cl)c(S(=O)(=O)N2CCCCCC2)c1)N1CCCC1	1.5%	nt	17.5%	3.6%	0.3%	-0.9%	8.3%	1.8%
O=C(NCCNc1ccc2ccccc2c1)c1cccn2c(=O)c3sccc3nc12	?	0.2%	13.3%	-9.4%	-5.5%	7.0%	-28.6%	-22.9%
OC(CN1CCN(Cc2ccccc2)CC1)c1ccc(F)cc1 (stereo unspecified)	-5.9%	-4.2%	1.5%	4.2%	0.6%	-7.9%	-3.7%	-8.2%
Cc1cc(C(=O)NCc2cccs2)c(C)o1	?	-9.5%	?	-5.9%	-2.4%	-1.9%	-23.8%	-3.3%
